WT yeast gro inh: growth inhibition of WT yeast, mitochondrial fusion screen | inhibition, % at 10 µM | AID 1362 | hit rate 2.1% among 190,000 | mitochondrial fusion phenotypic screen, WT strain; in the data active means inhibition above about 58%; tested in S. cerevisiae
human PMI inhibition: MPI enzyme activity inhibition – biochemical, fluorescence intensity, coupled assay, primary screen (AID 1209). hit rate 0.42% among 190,000. inhibition, % at 20 µM, or IC50 in µM where a hit was titrated. purified PMI enzyme, coupled fluorescence intensity; higher % means a stronger effect;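 further: plate controls were DMSO vehicle for no effect and wells lacking substrate for full effect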
bCat nuc transl: modulators of beta-catenin nuclear translocation; HeLa beta-catenin nuclear translocation, immunofluorescence imaging; nuclear translocation activity, % at 5 µM; hit rate 0.3% among 190,000;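 active means nuclear translocation activity above 50% at 5 µM, with a well cell count of 50 or more; inconclusive means wells under 50 cells across six images, flagged as toxic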;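 further: per-cell ratio of nuclear to cytoplasmic median beta-catenin stain intensity; plate controls were DMSO negative control for no effect and GSK-3 inhibitor IX positive control for full effect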
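test system = HeLa cells, endogenous beta-catenin | dosing = single 5 µM dose plus 0.02–20 µM confirmation series | times = compound treatment 24 h, 37°C, 5% CO2 | technique = beta-catenin immunofluorescence imaging with DAPI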
human PMI inhibitors: human PMI inhibitors, high substrate, primary screen, biochemical, fluorescence intensity, high mannose 6-phosphate (AID 1220) | recombinant PMI enzyme, coupled fluorescence intensity; higher % means a stronger effect | inhibition, % at 20 µM, or IC50 in µM where a hit was titrated | hit rate 0.66% among 190,000
Dynein transport: dynein cargo transport inhibition. 3617.4 mouse cells, GR-EGFP nuclear translocation imaging; test concentration mostly 20 µM; stimulated with dexamethasone, 1 µM; stronger effect = lower value. z-score, hits read low. hit rate 0.47% among 220,000. AID 1381;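 active means plate z-score of nuclear minus cytoplasmic receptor signal below a set negative limit, without overly bright fluorescence or cell loss, cut at about -3.5 in these data, passing the limit was not always enough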;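 further: z-score of nuclear minus cytoplasmic ring GR-EGFP intensity difference per well; some compounds called inactive have numbers as strong as hits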
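Buffer or medium: tetracycline-free induction medium containing charcoal-stripped FBS / Reagent: dexamethasone agonist, 1.0 µM final, for 30 min / Technique: automated 10x imaging of fixed Hoechst-stained cells / Times: induction 48 h, compound 1 h, agonist 30 min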
Autophagy mod: modulators of autophagy | MEF GFP-LC3 puncta imaging; test concentration mostly 10 µM | calls only at 10 µM (by protocol) | hit rate 0.98% among 190,000 | AID 463193;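 active means percentage of spot-positive cells more than 3 SD above its plate mean, without a fluorescence outlier flag or 80% toxicity; inconclusive means no clear call, values can overlap the other calls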;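 further: spot-positive cell cutoff set from DMSO-treated cells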
Yfh1-depleted yeast: enhancers of respiration in Yfh1-depleted yeast, dose response, Friedreich's ataxia, plus single-dose screen (AID 1465) | one-dose fold induction at 50 µM; EC50 in µM for titrated hits | S. cerevisiae Yfh1-off respiration, WST-1 reduction, 72 h; higher fold induction means a stronger effect | hit rate 0.074% among 220,000;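 active means fold induction of absorbance versus untreated yeast above a set limit, then at least 30% activation at any dose in follow-up; inconclusive means repeats straddling the limit, or above it without dose testing; inactive means fold induction below the set limit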;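 further: activators that raise dye reduction in frataxin-depleted yeast; strong numbers were not always called active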
MT stabilize HCS: stabilizes microtubules in HeLa cells. HeLa tubulin immunostaining HCS, 24 h; share of cells brighter than vehicle mean+2SD. % tubulin-high responders, % at 10 µM. hit rate 0.83% among 200,000. AID 2205;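 active means plate Z-score above 3 for both tubulin-high and condensed-nucleus cell shares, with cell loss under 80%, at 10 µM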;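 further: anti alpha tubulin signal scored within the nucleus-defined area of each cell; some results filed as inactive read as strong as hits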
Insulin prom up: MIN6 insulin promoter up-regulation | MIN6 insulin promoter-GFP reporter, high-content imaging; stronger effect = higher value | z-score at 5 µM | AID 1625 | hit rate 0.3% among 190,000;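 active means z-score above 3 at 5 µM with at least 500 cells counted in the well; inconclusive means wells under 500 cells, flagged as cytotoxic or low count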
WT yeast gro inh mutant strain: second read-out of WT yeast gro inh, no call of its own (marks repeat the call); inhibition, %; mitochondrial fusion phenotypic screen, mutant strain inhibition
Dynein transport cytoplasmic EGFP: also measured in Dynein transport; calls as there; z-score; measured here: cytoplasmic GR-EGFP intensity; stronger effect = higher value
Dynein transport nuclear GR-EGFP: further read-out of Dynein transport, marked with its call; z-score; measured here: nuclear GR-EGFP intensity;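 lower value marks the stronger effect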
Dynein transport cell count: second read-out of Dynein transport, no call of its own (marks repeat the call); z-score; measured here: cell count per field
Insulin prom up cell count: recorded beside Insulin prom up, whose call it bears; cell count; measured here: cytotoxicity, nuclei count;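 total cells summed across four imaged fields per well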
bCat nuc transl cell count 5 µM: second read-out of bCat nuc transl, no call of its own (marks repeat the call); cell count; measured here: cell count, cytotoxicity flag
MT stabilize HCS Hoechst-high %: also measured in MT stabilize HCS; calls as there; % Hoechst-high responders; measured here: nuclear condensation Hoechst responders;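 share of cells brighter than vehicle mean plus two SD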
MT stabilize HCS cytotoxicity %: second read-out of MT stabilize HCS, no call of its own (marks repeat the call); toxicity, %; measured here: cytotoxicity by cell density;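 0% = mean cell density of plate MIN control wells and 100% = no cells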
Autophagy mod cell loss 18 h: recorded beside Autophagy mod, whose call it bears; toxicity, %; measured here: cell loss, nuclei count;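 cell loss after 18 h compound exposure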
Numbers without * were called inactive; i = inactive; ? = inconclusive; / = not tested or not shown. Unless noted, no stated cut-off is given here; in the data, active means inhibition above about 50%; inactive means the rest.

SMILES	WT yeast gro inh	WT yeast gro inh mutant strain	human PMI inhibition	bCat nuc transl	bCat nuc transl cell count 5 µM	human PMI inhibitors	Dynein transport	Dynein transport cytoplasmic EGFP	Dynein transport nuclear GR-EGFP	Dynein transport cell count	Autophagy mod	Autophagy mod cell loss 18 h	Yfh1-depleted yeast	MT stabilize HCS	MT stabilize HCS Hoechst-high %	MT stabilize HCS cytotoxicity %	Insulin prom up	Insulin prom up cell count
CCN(CC)S(=O)(=O)c1cccc(C(=O)NCCc2ccccc2)c1	/	/	/	/	/	/	0.57	-0.23	0.0029	0.45	i	5	i	2.7	1.9	4.9	/	/
S=C(Nc1ccc(Oc2ccccc2)cc1)NC1CCCCC1	61*	24*	4%	2.0	1028	5%	0.079	-0.16	-0.26	0.89	i	-26	?	3.2	2.3	7.1	-0.83	1780
Cn1c(=S)[nH]c2ccccc21	11	-11	-8%	/	/	-10%	-0.26	-0.32	-0.35	0.29	i	1	i	1.7	1.6	1.2	/	/
Cc1cc(C(=O)Cn2nc(C(=O)O)c3ccccc3c2=O)c(C)n1-c1ccccc1	33	-6	1%	-2.6	1043	7%	-0.034	-0.29	0.095	-0.53	i	-2	i	5.5	2.8	9.4	-0.04	1316
O=C(CCS(=O)(=O)c1ccc(Br)s1)Nc1ccccc1Br	10	-11	11%	0.1	994	7%	-0.46	-0.18	-0.55	0.21	i	-14	i	4.7	2.3	12	-0.53	1638
O=C1C=C(c2ccccc2)CC(/C=C/c2ccccc2)C1 (stereo unspecified)	55	26	11%	-0.2	566	4%	-0.42	-0.29	-0.6	0.4	i	2	i	2.6	3.5	5.2	0.54	1361
O=C(NNC(=O)c1cc(-c2cccnc2)nc2ccccc12)Nc1ccc(Cl)cc1	0	8	15%	-1.8	1024	18%	0.29	-0.3	0.65	-0.48	i	11	i	3.7	2.4	5.2	-2	1274
Cc1ccc(NC(=O)Cn2nnc3ccccc3c2=O)cc1C	15	8	-6%	1.4	1122	5%	0.51	-0.35	0.26	-0.36	i	-4	i	1.4	1.6	5.2	-0.98	1234
Cc1ccc(C(=O)N/C(=C/c2ccco2)C(=O)NC2CCS(=O)(=O)C2)cc1 (stereo unspecified)	1	8	4%	-0.7	1063	16%	-0.46	-0.26	-0.27	0.85	i	-45	i	1.9	1.2	13	0.89	1302
CCOC(=O)CNC=C(C(=O)OCC)C(=O)OCC	18	15	3%	-1.1	1146	4%	-0.34	-0.2	-0.48	0.38	i	-3	i	0.5	1.8	5.3	-0.48	1778
O=C(NC1CCCC1)C1CCCN1C(=O)Nc1ccc(Cl)cc1 (stereo unspecified)	-8	1	0%	-5.6	1048	-4%	0.26	-0.24	0.22	0.3	i	3	i	1.3	2.1	8.1	1	1232
CCCN(CC(=O)Nc1ccc(C)cc1Br)CC(=O)Nc1ccc(F)c(F)c1F	46	21	10%	1.4	1116	1%	-0.52	-0.27	-0.42	0.4	i	13	i	6.5	3.1	5.9	0.57	1503
O=c1c2ccccc2nc(/C=C/c2cccnc2)n1CCc1ccccc1	/	/	/	0.0	1322	/	-2.1	-0.22	-0.61	1.8	/	/	i	/	/	/	-1.5	971
CSc1cccc(NC(=S)N2CCCN(Cc3cccc(Cl)c3)C2)c1	-3	-2	-9%	-1.3	1078	-2%	0.0088	-0.35	-0.21	0.72	i	6	i	3.4	1.9	7.6	-1.9	1067
O=C(Nc1ccc2c(c1)OCCO2)C1c2ccccc2C(=O)N2CCc3ccccc3C12 (stereo unspecified)	9	-4	-9%	/	/	-5%	0.88	-0.027	0.89	-0.99	i	4	i	2.6	3.4	4.9	-0.35	992
CCOC(=O)CSc1nc2c(sc(=S)n2-c2ccccc2)c(=O)[nH]1	-1	1	-10%	-2.1	556	-11%	-0.2	-0.19	0.43	0.71	i	0	i	7.6	2.4	2.6	-0.11	1159
COc1ccc(NC(=O)C2c3cc(OC)c(OC)cc3C(=O)N(C)C2c2cccnc2)cc1OC (stereo unspecified)	1	-4	3%	-1.3	1393	2%	0.26	-0.23	-0.034	0.23	i	-40	i	3.3	1.9	2.1	0.13	1431
Cc1nc2sc(C(c3cccc(F)c3)N3CC(C)OC(C)C3)c(O)n2n1 (stereo unspecified)	7	5	-13%	-0.4	876	4%	-1	-0.064	-0.26	0.14	i	3	/	4.2	2.7	5.2	0.23	1407
COC(=O)CNC(=O)C12CC3CC(C1)CC(c1ccc(C)cc1)(C3)C2	6	8	13%	-0.4	983	9%	-1.3	-0.29	-0.05	1.1	i	8	i	5.0	2.3	5.6	0.23	1635
CCOC(=O)c1c(NC(=O)CSc2nnnn2C)sc(C)c1-c1ccc(C)cc1	47	14	14%	12	1014	18%	-1.4	-0.22	-0.44	1.1	i	13	i	2.0	2.8	8.9	-3.1	1013
Cc1cc(=O)[nH]c2c1c(C)nn2C1CCOC(C)(C)C1 (stereo unspecified)	-17	-19	8%	/	/	6%	0.21	-0.2	-0.78	-0.34	i	-5	i	2.4	1.5	2.4	/	/
COc1cccc(C2CCCN2Cc2nc(CCC(C)C)no2)c1 (stereo unspecified)	14	20	-23%	-2.4	1016	1%	-0.39	-0.23	-0.37	0.86	i	18	i	2.8	1.7	0.3	-0.46	1526
CNC(=O)Nc1ccccc1NC(=O)NC	-8	-8	4%	-0.8	1164	-3%	-1.1	-0.21	-0.35	-0.097	i	1	i	2.7	1.6	4.1	-0.8	1216
O=C(NCc1ccc2c(c1)OCO2)c1cc2ccccc2o1	25	4	-5%	1.2	1213	-3%	-0.26	0.17	0.19	-0.19	i	-10	i	1.5	1.4	6.1	-0.71	931

2 compounds from above, showing only Insulin prom up, Yfh1-depleted yeast and MT stabilize HCS cytotoxicity %:
smiles	Insulin prom up	Yfh1-depleted yeast	MT stabilize HCS cytotoxicity %
Cc1nc2sc(C(c3cccc(F)c3)N3CC(C)OC(C)C3)c(O)n2n1 (stereo unspecified)	0.23	/	5.2
COC(=O)CNC(=O)C12CC3CC(C1)CC(c1ccc(C)cc1)(C3)C2	0.23	i	5.6

(next part)
SMILES	WT yeast gro inh	WT yeast gro inh mutant strain	human PMI inhibition	bCat nuc transl	bCat nuc transl cell count 5 µM	human PMI inhibitors	Dynein transport	Dynein transport cytoplasmic EGFP	Dynein transport nuclear GR-EGFP	Dynein transport cell count	Autophagy mod	Autophagy mod cell loss 18 h	Yfh1-depleted yeast	MT stabilize HCS	MT stabilize HCS Hoechst-high %	MT stabilize HCS cytotoxicity %	Insulin prom up	Insulin prom up cell count
Cc1ccc(NC2CCCCC2NS(=O)(=O)c2ccc(Cl)cc2)cc1 (stereo unspecified)	-7	19	13%	-0.1	837	9%	0.044	-0.19	0.036	0.63	i	-12	i	1.4	1.7	13	0.61	1383
C/C=C(\C)C(=O)NCCN1C2=NC[C@H](C(C)C)N2C[C@H]1Cc1ccc(O)cc1	8	0	2%	0.0	1106	7%	2.2	-0.11	1.8	-1.8	i	6	i	4.2	1.9	4.8	0.65	1286
Cn1c(SCC(=O)Nc2ccc(F)cc2F)nnc1-c1cccnc1	16	-2	20%	-0.9	1056	16%	-0.14	-0.23	0.15	0.2	i	12	i	2.9	2.3	9.3	1.4	1802
O=C(Nc1nnc(C2CCCC2)s1)C1CCN(S(=O)(=O)c2ccc(Cl)cc2)CC1	2	4	0%	1.0	534	0%	-0.14	0.02	0.61	-0.29	i	-3	i	2.7	1.5	5.4	/	/
O=C(O)c1ccc(Br)cn1	-2	6	-6%	-0.6	1145	-17%	0.36	-0.33	-0.068	0.77	i	2	i	2.3	1.5	6.6	-0.03	1194
COc1cc(/C=C2\SC(c3ccc(C)cc3)=NC2=O)cc(OC)c1O	8	13	27%	-1.5	1042	27%	-0.06	-0.076	-0.16	-0.5	i	-27	i	1.8	1.1	0.4	0.18	1857
CCN(CC)c1cc(C(F)(F)F)nc(-c2ccccn2)n1	14	7	4%	/	/	-2%	0.18	-0.19	-0.18	-0.47	i	6	i	2.5	1.8	2.3	/	/
CN(C)c1ccc(C=C2C(=O)OC(C)(C)OC2=O)cc1	-11	-11	-16%	/	/	-19%	0.85	-0.23	0.61	-0.31	i	2	i	2.3	2.1	7.3	0.55	1141
O=C(Nc1ccccc1Sc1ccccc1)c1ccc(F)cc1	78*	23*	20%	-0.8	1118	6%	0.073	0.00037	0.26	-0.16	i	22	i	3.4	1.2	3.2	0.17	1291
O=C(Nn1cnnc1)c1ccccc1-c1ccccc1	24	23	6%	-0.4	1097	10%	0.37	-0.23	0.15	0.37	i	36	i	3.7	2.0	5.4	-0.28	1368
CCOc1ccc(NC(=O)CN2CCN(CC(=O)Nc3ccc(F)c(F)c3)CC2)cc1	3	10	-28%	/	/	-49%	-0.34	-0.04	-0.0014	-0.47	i	1	i	0.6	1.4	8.0	-0.86	1237
Cc1c(Nc2nc(-c3cccc([N+](=O)[O-])c3)cs2)c(=O)n(-c2ccccc2)n1C	1	-1	11%	-1.0	1036	3%	-0.43	-0.14	-0.054	-1.3	i	19	i	2.7	2.9	4.8	-0.56	1536
O=C(c1cc(=O)c2ccccc2o1)N1CCCc2ccccc21	4	-13	-5%	0.3	939	-3%	-0.24	-0.21	0.14	-0.11	i	-8	i	4.7	3.8	6.4	0.27	1244

Screening results from PubChem BioAssay.
